Screening data (PubChem)
KCNH2 WT inh – qHTS for Inhibitors of KCHN2 3.1: Wildtype qHTS. AID 720551, 2013. Voltage-gated inwardly rectifying potassium channel KCNH2 (Homo sapiens), Q12809. activity change, % at 1.84 µM. 340,000 compounds, 0.37% hits. U2OS, BacMam KCNH2, thallium flux FluxOr; stronger effect = lower value;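 active = maximum activity change below -70%; inconclusive = maximum activity change between -70% and -50%; inactive = maximum activity change above -50%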; note: % is set by controls: 0 for no effect and ±100 for the full control effect
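U2OS cells transduced with wild-type KCNH2 virus are loaded with FluxOr dye for 45 min, and thallium flux is measured in kinetic reads before and after stimulation buffer. Rate constants are normalized to DMSO controls.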
Giardia killer – Small Molecules that selectively kill Giardia lamblia: qHTS; AID 540267, 2011; 340,000 compounds, 0.15% hits; activity change, % at 7.66 µM, hits read low; Giardia lamblia trophozoite viability; in the data active = activity change below about -80%; inconclusive = between about -30% and that limit;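 note: parasites exposed to compound for two days anaerobically before the ATP read; % is set by controls: 0 for no effect and ±100 for the full control effect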
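Media and compound were dispensed first, then trophozoites at 100 cells/well; plates sat 48 hrs at 37 deg C without oxygen before ATP luminescence reagent was added and read after 15-30 min at room temperature.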
Tb PFK inh – qHTS Assay to Find Inhibitors of T. brucei phosphofructokinase | ATP-dependent 6-phosphofructokinase (Trypanosoma brucei brucei), O15648 | T. brucei PFK, ADP-Glo luminescence | Potency, µM (top dose mostly 57.5 µM), for the others: top-dose activity, negative = inhibition, hits mostly inhibitors | 330,000 compounds, 0.17% hits;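 note: potency is the fitted concentration of half-maximal effect; 0% = uninhibited 1x PFK enzyme wells and -100% = no-enzyme wells; nearly all actives have a fitted effect of over 60% in size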
Target sequence (O15648 whole entry, looked up): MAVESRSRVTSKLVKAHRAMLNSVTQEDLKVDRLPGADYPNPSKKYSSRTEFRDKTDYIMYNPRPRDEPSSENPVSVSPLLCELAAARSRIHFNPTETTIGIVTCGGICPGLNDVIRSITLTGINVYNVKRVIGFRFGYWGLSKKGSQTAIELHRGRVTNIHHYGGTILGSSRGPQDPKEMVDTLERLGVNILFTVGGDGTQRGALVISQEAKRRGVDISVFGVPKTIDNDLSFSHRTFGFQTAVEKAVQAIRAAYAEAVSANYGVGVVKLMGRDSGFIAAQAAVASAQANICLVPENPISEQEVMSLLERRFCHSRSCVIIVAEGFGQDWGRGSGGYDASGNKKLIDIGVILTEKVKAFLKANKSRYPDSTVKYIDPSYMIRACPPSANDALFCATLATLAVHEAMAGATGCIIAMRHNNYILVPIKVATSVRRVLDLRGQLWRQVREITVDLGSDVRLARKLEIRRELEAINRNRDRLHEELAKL
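In TEA buffer at pH 8.0 with 5 mM MgCl2, enzyme (1.25 nM) converted F6P (0.5 mM) and ATP (0.1 mM) for 45 min at room temperature. ADP product was read by luciferase luminescence.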
GALK inh – qHTS Assay for Inhibitors of Human Galactokinase (GALK); Potency, µM (titrated, usually from 57.5 µM), for inactives: at the highest dose activity change, negative = inhibition, hits mostly inhibitors; AID 1868, 2009; 270,000 compounds, 0.007% hits; P51570; Purified GALK, Kinase-Glo residual ATP luminescence; note: potency is the fitted concentration of half-maximal effect; % is set by controls: 0 for no effect and ±100 for the full control effect
Target sequence (P51570 whole entry, looked up): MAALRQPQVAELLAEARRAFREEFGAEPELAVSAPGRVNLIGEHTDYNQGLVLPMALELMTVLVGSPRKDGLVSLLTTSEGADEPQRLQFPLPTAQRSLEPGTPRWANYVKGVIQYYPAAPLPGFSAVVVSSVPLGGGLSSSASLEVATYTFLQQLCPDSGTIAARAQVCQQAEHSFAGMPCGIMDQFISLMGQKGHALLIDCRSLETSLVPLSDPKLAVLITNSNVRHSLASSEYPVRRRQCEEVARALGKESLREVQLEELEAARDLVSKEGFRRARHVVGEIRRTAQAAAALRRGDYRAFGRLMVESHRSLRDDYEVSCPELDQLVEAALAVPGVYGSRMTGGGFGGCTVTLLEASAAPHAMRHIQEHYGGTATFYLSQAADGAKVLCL
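5 nM enzyme, 35 uM ATP, 100 uM galactose, 20 mM HEPES pH8.0, 5 mM MgCl2; 1 h RT; residual ATP by Kinase-Glo Plus luminescence, qHTS format.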
CXXC DNA block – qHTS Fluorescence Polarization Assay for Inhibitors of MLL CXXC domain - DNA interaction. AID 2662, 2010. Potency, µM (series often up to 115 µM), for inactives: at the top dose activity change, negative = inhibition, actives largely listed as inhibitors. Histone-lysine N-methyltransferase 2A (Homo sapiens), Q03164. MLL-CXXC / FITC-HOXA9 DNA fluorescence polarization. 290,000 compounds, 0.037% hits; active = well fitted inhibition curve with a large enough effect in the polarisation, with a control signal flat, not every such curve was filed as active; inconclusive = small, poorly fitted or top-dose-only effect, or effect the other way, or a change in a side signal; inactive = no such curve, though single readings can be large or run the other way; the % refers to the polarisation; note: potency is the fitted concentration of half-maximal effect
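Fluorescence polarization: 7 uM MLL-CXXC (stock) preincubated 5 min with compounds, then 50 nM fluorescein-HOX-A9 DNA (stock) added; 30 min ambient. Buffer 50 mM Tris-HCl pH 7.5, 50 mM NaCl, 1 mM DTT, 0.05% BSA.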
AT treatment – qHTS Assay for Identifying a Potential Treatment of Ataxia-Telangiectasia; AID 485349, 2010; Potency, µM (top dose mostly 57.5 µM), without a hit: top-dose activation, hits mostly activators; 320,000 compounds, 0.19% hits; […] A-T fibroblasts, KAP-1 phosphorylation AlphaLISA; neocarzinostatin DNA damage 30 min before lysis; note: potency is the fitted concentration of half-maximal effect; % of control where 0% means no effect; nearly all actives have a fitted effect of over 45% in size
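hTERT-immortalized A-T patient fibroblasts ([…]), 500 cells/well in OPTI-MEM, 1% FBS, got compounds for 60 min, then NCS for 30 min at 37C. Lysates were then assayed for phospho-KAP-1 by AlphaLISA (anti-pKAP1 donor, anti-KAP1 acceptor beads), 6 hr at 25C.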
TCR activator – Activators of T cell receptors: qHTS campaign. AID 504894, 2011. Potency, µM (doses to about 9.22 µM), without a hit: at the top dose activation of IL-2 secretion, usual class: activators. 330,000 tested, under 10 active. primary human leukocytes, anti-CD3, IL-2 HTRF, 48 h; note: % of control where 0% means no effect
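Activity was scored as IL-2 release from primary human leukocytes given only a TCR signal (a-CD3 beads) plus compound for 48 hr. Detection used a two-antibody HTRF format read at 665nm.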
TSHR antagonist – Antagonists of the Thyroid Stimulating Hormone Receptor: HTS campaign; 330,000 compounds, 0.2% hits; TSHR-expressing cells, TSH-stimulated cAMP HTRF, 2 h; stronger effect = lower value; Thyrotropin receptor (Homo sapiens), P16473; AID 504810, 2011; activity change, negative = inhibition, % at 11.5 µM;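 active = activity change below a set negative limit, meaning inhibition stronger than a set level, cut at about -70% in these data; inconclusive = activity change between two set negative limits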; note: % is set by controls: 0 for no effect and ±100 for the full control effect
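Inhibition of cAMP made by TSHR-expressing cells under TSH stimulation (4nM final, EC80; 2 h, 37 deg C) is quantified with a one-step lysis HTRF kit, anti-cAMP cryptate versus cAMP-d2.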
Chronic BCR inh – qHTS Assay to Find Inhibitors of Chronic Active B-Cell Receptor Signaling; ABC-DLBCL IkBa-CBG/CBR reporter, luminescence ratio, 4 h; Potency, µM (top dose mostly 46.1 µM), without a hit: top-dose ratio change, negative = lower green/red ratio, hits mostly inhibitors; 340,000 compounds, 0.05% hits; active = well fitted inhibition curve with a large enough effect in the signal ratio, with a control signal flat, not every such curve was filed as active; inconclusive = small, poorly fitted or top-dose-only effect, or effect the other way, or a change in a side signal; the % refers to the signal ratio;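 note: potency is the fitted concentration of half-maximal effect; plate controls were basal doxycycline-induced cells for no effect and cells given 10 µM MG132 for full effect; MG132 reads +100%, hits lower the ratio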
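TMD8 human ABC-DLBCL cells with doxycycline-inducible IκBα–green luciferase fusion and unfused red luciferase, in 0.5% FBS medium; compounds up to 46 uM, 4 h at 37C. Green/red luminescence ratio, filter-overlap corrected, fitted to concentration-response curves.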
FBPA coupling cs – qHTS Assay for Inhibitors of Fructose-1,6-bisphosphate Aldolase from Giardia Lamblia: Coupling assay counterscreen; activity change, negative = inhibition, % at 58.2 µM, hits read low; 290,000 compounds, 0.67% hits; AID 2472, 2010; coupling enzyme system counterscreen, AmpLite Red fluorescence; in the data active = activity change below about -30%; note: % is set by controls: 0 for no effect and ±100 for the full control effect
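Counterscreen of the coupled detection system alone, without aldolase: glyceraldehyde-3-phosphate coupling enzymes plus AmpLite Red readout. Compounds at 57.5 uM final, 10 min RT preincubation, 20 min RT reaction, fluorescence 525/598 nm.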
* marks the source's active call; other numbers are inactive results; ? = inconclusive; nt = not tested or not shown; & = joins results of further samples; [ ] = dose if it differs, or a comment. Unless noted, calls come from the whole dose curve; as a rule, active = well fitted curve in the direction sought with a large enough effect; inconclusive = small, poorly fitted or top-dose-only effect, or another doubt; inactive = no such curve, though single readings can be large; an effect the other way counts as inactive or inconclusive.

smiles | KCNH2 WT inh | Giardia killer | Tb PFK inh | GALK inh | CXXC DNA block | AT treatment | TCR activator | TSHR antagonist | Chronic BCR inh | FBPA coupling cs
O=C(Cn1nc(-c2ccccc2)c2ccccc2c1=O)Nc1ccc(O)cc1 | -3.1 | -26.1 | 3.8% | 6.9% | 3.3% | 26.8% | 5.3% | 2.1 | -1.2% | 5.0
O=C(NC1CCCCCC1)C1c2ccccc2C(=O)N1Cc1cccs1 (stereo not drawn) | -0.6 | -4.4 | 6.9% | 0.5% | 0.9% | -0.9% | 5.0%[46.1 µM] | -9.5 | -1.3% | 2.7
COc1ccc(CC2(CO)CCN(C(C)COc3ccccc3)CC2)cc1 (stereo not drawn) | -27.5 | 22.8 | 0.4% | -0.6% | -15.8% | 11.3% | 7.1% | -4.6 | ? | 0.2
Cc1cc(OCC(=O)Nc2ccncc2)ccc1[N+](=O)[O-] | -13.3 | -16.8 | ? | 3.4% | -28.0% | 1.0% | 0.1% | 2.3 | 0.9% | -0.8
O=[N+]([O-])c1cc(S(=O)(=O)N2CCCC2)ccc1N/N=C/c1ccccn1 | 2.9 | -28.2 | -0.8% | 3.8% | 1.1% | 0.7% | 0.3%[46.1 µM] | -3.6 | 2.3% | -2.1
Cc1[nH]c2ccccc2c1SCc1n[nH]c(=S)n1C | -1.8 | -4.4 | -13.7% | -0.4% | 0.7% | 9.2% | 1.3% | -11.0 | -1.4% | -2.0
Cc1ccc(NS(=O)(=O)c2cc(Br)cnc2N)c(Cl)c1 | -10.7 | -15.1 | -3.0% | -8.4% | 48.5%[activator] | -0.6% | 1.4% | -5.7 | 12.0% | -1.0
NS(=O)(=O)c1cc(C(=O)OCC(=O)NC2CCCCCCC2)ccc1Cl | 0.0 | -27.1 | -5.7% | nt | nt | -8.1% | -0.3% | -0.5 | 0.8% | nt
Cc1ccc(C)c(N2N=C(C(=O)O)CCC2=O)c1 | 3.7 | -1.1 | 1.0% | -1.0% | -2.1% | -12.2% | 0.2% | -3.5 | -1.0% | 2.0
CCn1cc(S(=O)(=O)NCCc2ccc(OC)c(OC)c2)cn1 | -6.1 | -21.9 | -12.2% | -3.2% | -4.3% | -1.4% | 8.1% | -7.2 | 0.8% | -1.1
Clc1ccccc1C(c1nnnn1Cc1ccco1)N1CCN(Cc2ccco2)CC1 (stereo not drawn) | 22.4 | 0.1 | -5.0% | 0.6% | -8.7% | 5.9% | 10.9% | 3.5 | ? | -1.1
Cc1nn2c(c1-c1ccccc1)NC1=C(C(=O)CCC1)C2c1ccccc1 (stereo not drawn) | 0.7 | 9.1 | 2.0% | 0.5% | -0.4% | -7.0% | nt | -9.2 | ? | 1.1
COc1ccc(OCc2nnc(SCC(=O)Nc3cccc(C(C)=O)c3)o2)cc1 | 16.3 | 2.4 | 3.5% | nt | nt | -2.5% | -7.0% | -5.5 | -8.2% | nt
Cn1cc(CN2CCN(c3ncccn3)CC2)c(-c2cccc(Cl)c2)n1 | 11.4 | -6.4 | 3.5% | 10.6% | -14.0% | 3.9% | nt | -5.4 | 2.0% | 1.6
C=CCOc1ccc(/C=C2\SC(=S)N(N3CCOCC3)C2=O)cc1 | 0.0 | 28.0 | -3.1% | 3.3% | -15.0% | -7.0% | 0.7% | -7.9 | -1.9% | 1.1
COc1ccc(C(=O)c2c3ccccc3[n+]([O-])n2CCCN)cc1 | -0.3&-6.8 | ? | 0.0% | nt | nt | -1.6% | -3.2%&-2.6% | 4.7 | 4.1% | nt
Cc1ccccc1OCC(=O)N/N=C/c1cccn1C | 10.9 | 18.2 | -2.8% | -0.5% | -4.0% | -4.5% | -6.9% | -4.6 | -7.9% | -0.2
O=C(COC(=O)Cc1ccc(Br)cc1)NC1CCCCC1 | -4.6 | 27.2 | -8.7% | -1.2% | 3.9% | 10.4% | -1.4% | -8.3 | -6.8% | 0.1
CCOC(=O)C1=C(C)Nc2ncnn2C1c1cc(Br)ccc1F (stereo not drawn) | -18.8 | -4.8 | -6.8% | 1.2% | 2.8% | 0.2% | 2.4% | -5.5 | 0.0% | 1.3
CC(=O)Nc1ccc(N(C(=O)CNC(=O)c2ccco2)C(C(=O)NCc2ccco2)c2ccccc2F)cc1 (stereo not drawn) | 1.6 | 20.5 | -0.4% | 1.3% | 9.1% | 4.7% | -1.4% | 6.7 | -1.3% | 1.7
CCOC(=O)Cc1nnc(NC(=O)C(CC)Sc2nncn2C)s1 (stereo not drawn) | 12.8 | -25.9 | -7.4% | 2.2% | -3.0% | 8.4% | -5.9% | -1.7 | 1.6% | 3.0
CCC(C)NC(=O)Cn1c(COc2ccc(Cl)cc2Cl)nc2ccccc21 (stereo not drawn) | 8.9 | -19.7 | -16.1% | 0.1% | 9.2% | 1.0% | 5.7%[46.1 µM] | 9.6 | 1.3% | -0.2
CC(=O)N(C(C)=O)C1=C(C#N)C2(CCCCC2)Cc2ccccc21 | 0.4 | -7.9 | 0.2% | -1.6% | -2.5% | 7.8% | 6.3% | -4.3 | ? | nt
Cc1ccc(C)c(N2C(=O)CN=C2Nc2ccccc2Cl)c1 | -0.7 | 26.3 | -0.5% | 0.1% | 1.8% | 0.5% | 0.0% | 22.3 | ? | -0.6
COc1ccc(C(=O)N(CCN2CCOCC2)CC(=O)NC2CCCC2)cc1OC | -4.1 | -1.1 | -3.5% | 1.6% | 2.4% | 0.7% | -1.2% | -1.3 | 3.1% | 2.4
CCOC(=O)c1ccc(N=C2C(=S)N(c3ccc(C(=O)OCC)cc3)C(=N)N2/N=C/c2ccccc2)cc1 | 6.1 | -8.6 | 2.2% | -0.4% | -9.2% | 0.3% | 5.6%[46.1 µM] | 6.3 | ? | -3.0
Cc1onc(-c2c(F)cccc2Cl)c1C(=O)Nc1nnc(-c2ccccc2)s1 | 0.3 | 19.3 | -2.2% | 0.6% | 1.2% | 3.5% | nt | -12.5 | ? | 7.7
COc1cc2nc(/C=C/c3ccc(N(C)C)cc3)sc2cc1SC | ? | -6.1 | 0.0% | 0.2% | ? | 4.2% | 1.8%[46.1 µM] | -11.8 | 2.5% | -1.3
Nc1nc(N)nc(-c2ccccc2-c2nc(N)nc(N)n2)n1 | -5.9 | -29.1 | -3.7% | -0.1% | 6.4% | -4.9% | 2.4% | 12.5 | 2.9% | 0.5
Cc1ccc(NC(=O)CSc2ccccc2NC(=O)c2ccccc2Cl)cc1Cl | 0.1 | -10.4 | -0.8% | 0.9% | 1.6% | -3.5% | -5.4%[46.1 µM] | -12.0 | -5.5% | 0.2
CCCn1c(SC(C)C(=O)NCC2CCCO2)nc2cc(Cl)ccc2c1=O (stereo not drawn) | -0.9 | -6.8 | -4.7% | nt | nt | 11.0% | 0.3% | 0.2 | ? | nt
CCCc1cc(=O)[nH]c(N/N=C/C=C\c2ccccc2)n1 | -0.6 | 0.2 | 4.5% | -0.1% | 4.3% | 3.8% | 2.8% | -4.2 | 2.7% | -1.8
CC12CCC(=O)N1C(C(=O)Nc1ccc(F)c(Cl)c1)CS2 (stereo not drawn) | -10.4 | 15.4 | 1.5% | nt | nt | 9.0% | nt | 3.6 | ? | nt
C/C(=N\NC(=O)c1cc(-c2ccc(C)s2)[nH]n1)c1ccncc1 | -4.8 | -8.2 | -1.7% | 0.4% | -0.8% | 7.3% | 1.9% | -11.6 | ? | -3.3
COc1ccccc1NC(=O)C(=O)Nc1ccccn1 | -11.8 | 0.1 | -6.9% | 0.4% | -2.9% | 8.4% | 1.8% | 23.5 | ? | 2.0
O=C(COc1ncnc2ccccc12)NCc1ccco1 | -0.8 | 3.3 | -4.4% | -2.4% | -1.8% | -4.3% | -23.4% | 5.8 | 3.5% | -4.8
O=C(CCC1CCCC1)NCCCN1CCOCC1 | -0.5 | 28.0 | -0.7% | -3.6% | -2.5% | 0.2% | -0.9% | 8.3 | 6.6% | 2.1
CC1(c2ccccc2)NC(=O)N(CC(=O)Nc2ccccc2N2CCCCC2)C1=O (stereo not drawn) | -9.4 | -3.2 | -5.5% | nt | nt | 4.9% | -1.5% | -10.5 | 4.4% | nt
